# Source: PubChem
# TRHR PAM = allosteric enhancers of human TRH receptor; P34981; TRHR cells, fluo-8 calcium fluorescence, EC20 TRH enhancement; enhancement, % at 2 µM; actives 0.66% (n = 360,000); AID 493056; in the data active means enhancement above about 30%; further: 0% is about no effect
#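 Enhancer read-out: after compound pinning and an initial kinetic agonist-mode read, an EC20 of TRH (10 nM final) was injected and fluo-8 calcium signal (Ex 480/Em 530) followed at 1 s/cycle for 100 cycles in TRHR-expressing cells.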
# D1 antagonist = blocks dopamine activation of the human D1 receptor; P21728; HEK293 TREx D1 cells, calcium flux, dopamine EC80; active compounds read low; activity change, negative = inhibition, % at 10 µM; actives 3.2% (n = 360,000); in the data active means activity change below about -30%; further: on the % scale 0 is the no-effect control and ±100 the full control effect
# Target sequence (P21728 whole entry, looked up): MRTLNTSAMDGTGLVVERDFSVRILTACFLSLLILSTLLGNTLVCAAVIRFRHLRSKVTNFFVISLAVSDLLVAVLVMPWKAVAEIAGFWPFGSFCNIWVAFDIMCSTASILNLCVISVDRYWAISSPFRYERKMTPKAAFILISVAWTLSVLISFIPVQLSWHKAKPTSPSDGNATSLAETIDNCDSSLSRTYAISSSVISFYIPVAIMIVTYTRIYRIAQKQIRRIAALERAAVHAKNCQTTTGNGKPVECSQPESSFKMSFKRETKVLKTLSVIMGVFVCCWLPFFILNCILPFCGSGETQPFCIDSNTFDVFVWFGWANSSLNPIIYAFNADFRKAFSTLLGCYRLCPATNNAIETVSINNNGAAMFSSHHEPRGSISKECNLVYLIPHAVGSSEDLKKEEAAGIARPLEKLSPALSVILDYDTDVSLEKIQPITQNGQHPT
#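 Antagonism measured as reduced calcium response to an EC80 dopamine addition following 180 s compound pre-read; cells were inducible HEK293 Trex D1 plated overnight at 30 C, read kinetically at 1 cycle/sec.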
# D2 ag = activates the human D2 dopamine receptor; activation, % at 2 µM; P14416; actives 0.53% (n = 340,000); HEK293 T-REx D2 cells, calcium flux agonist mode; AID 485358;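 active means activation over 3 SD above normal in the single-dose calcium agonist read, cut at about 30% in these data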; further: 0% is about no effect
# Target sequence (P14416 whole entry, looked up): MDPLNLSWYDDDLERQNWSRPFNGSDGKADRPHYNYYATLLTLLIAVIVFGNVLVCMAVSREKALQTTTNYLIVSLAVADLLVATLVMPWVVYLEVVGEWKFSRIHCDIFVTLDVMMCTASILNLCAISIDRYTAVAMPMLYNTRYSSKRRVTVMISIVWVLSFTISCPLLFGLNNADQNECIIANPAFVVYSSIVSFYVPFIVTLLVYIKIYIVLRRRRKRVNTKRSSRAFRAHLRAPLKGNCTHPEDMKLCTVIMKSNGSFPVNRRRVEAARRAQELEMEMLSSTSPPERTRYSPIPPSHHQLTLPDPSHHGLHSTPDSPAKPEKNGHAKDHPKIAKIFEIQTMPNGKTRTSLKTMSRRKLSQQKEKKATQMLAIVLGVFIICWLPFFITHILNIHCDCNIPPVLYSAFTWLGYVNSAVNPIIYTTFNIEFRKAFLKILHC
#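 Agonism scored from kinetic calcium signal (1 read/sec, 180 s) following compound pin transfer, after a 10 s baseline. Cells: HEK293 Trex line expressing inducible D2 receptor coupled to calcium, dye-loaded after overnight culture at 30 C.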
# TRHR ag = activates the human TRH receptor; AID 493084; TRHR cells, calcium flux fluo-8, FDSS agonist mode; activation, % at 2 µM; P34981; actives 0.18% (n = 360,000); further: 0% is about no effect
#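 Steps: seed TRHR cells overnight; add fluo-8 no-wash Ca dye, RT 30 min–1.5 h; record 10 s baseline; pin-transfer compounds; monitor fluorescence 1 cycle/s for the agonist window. Calcium increases flag candidate agonists.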
# D2 potentiator = positive allosteric modulators of human D2 dopamine receptor; P14416; actives 0.34% (n = 340,000); HEK293 T-REx D2, calcium flux, EC20 dopamine potentiation; potentiation, % at 10 µM; AID 485347;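 active means potentiation over 3 SD above the plate norm, cut at about 30% in these data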; further: 0% is about no effect
#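 Calcium flux readout, no-wash dye, 1 read/s. Inducible HEK293 Trex D2 line, overnight 30 C. Compound alone 180 s (agonist flags), then EC20 dopamine, another 180 s to score potentiation.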
# D1 potentiator = human D1 dopamine receptor positive modulation. P21728. HEK293 TREx D1 cells, calcium flux, dopamine EC20 potentiation. potentiation, % at 10 µM. actives 0.036% (n = 360,000). AID 504651; in the data active means potentiation above about 30%; further: 0% is about no effect
# RXFP1 antagonist = blocks the human relaxin receptor RXFP1. HEK293-RXFP1, relaxin-stimulated cAMP HTRF, 30 min; active compounds read low. activity change, negative = inhibition, % at 57.5 µM. actives 0.59% (n = 350,000). AID 1259400;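 active means activity change of -60% or lower, but not beyond a set lower limit; inconclusive means change between -60% and -40%, or beyond the set limit; inactive means change above -40%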; further: on the % scale 0 is the no-effect control and ±100 the full control effect
# D2 antagonist = D2 dopamine receptor (human) antagonism; HEK293 TREx D2 cells, calcium flux, dopamine EC80; inhibition, % at 10 µM; actives 2% (n = 340,000); in the data active means inhibition above about 30%; further: 0% is about no effect
#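 In this primary screen, negative modulation is detected by tracking calcium flux after an EC80 dopamine challenge in inducible HEK293 T-REx D2 cells preexposed to test compound for 180 s.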
# D1 ag = activates the human D1 dopamine receptor; P21728; HEK293 T-REx D1 cells, calcium flux, agonist mode; activation, % at 2 µM; actives 1% (n = 360,000); AID 504660; further: 0% is about no effect
#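 Inducible HEK293 T-REx D1 cells, force-coupled to calcium signalling, were plated at 4000 cells/well with tetracycline and held overnight at 30 C. After no-wash calcium dye loading, compound-evoked calcium rise over 180 s flagged agonists.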
# * hit, by the source's call; ? = inconclusive; nt = no result given. Unless noted, no stated cut-off is given here; in the data, active means activation above about 30%; inactive means the rest.
SMILES,TRHR PAM,D1 antagonist,D2 ag,TRHR ag,D2 potentiator,D1 potentiator,RXFP1 antagonist,D2 antagonist,D1 ag
Cc1cccc(NC(=O)N2CCC(CN3CCC(C)CC3)CC2)c1C,-1,2,1.3,0.7,-3,0,-8,nt,1
CCOCCCNC(=O)C(c1ccccc1)N(Cc1cccs1)C(=O)CNC(C)=O (configuration not stated),2,3,0.9,1.4,7,5,2,-4,2
COc1ccc(NC(=O)c2ccc([N+](=O)[O-])o2)cc1,-4,-7,-2.0,-0.3,15,-3,11,1,6
COc1ccc(-c2cc(C(=O)Oc3ccccc3)c3cc(C)ccc3n2)cc1,-10,-4,1.1,1.0,4,0,-7,nt,14
C=CCNC(=O)/C(=C\c1ccc2c(c1)OCO2)NC(=O)c1ccc(Br)cc1,-4,-19,0.1,-0.5,-2,-6,nt,-1,0
O=C(NCc1cccc(C(F)(F)F)c1)C1CC(c2cccc(F)c2)=NO1 (configuration not stated),6,-6,0.0,-0.9,-4,-3,nt,13,2
Cc1nnc(NC(=O)NCN2C(=O)C3C4C=CC(C4)C3C2=O)s1 (configuration not stated),-9,-2,-0.4,-0.3,-6,0,-33,-1,2
COc1ccc(CCNC(=O)Cc2ccc(NC(=O)N3CCSc4ncccc43)cc2)cc1OC,-2,12,nt,0.0,nt,-2,-1,nt,2
O=C(O)c1c2c(nc3ccc(S(=O)(=O)N4CCC(C(=O)NC5CCCC5)CC4)cc13)CCCCC2,4,6,-1.5,-0.8,11,-4,nt,6,3
C=C1CCC[C@]2(C)C[C@H]3OC(=O)C(CNC(CC)CO)[C@H]3CC12 (some centres not stated),1,7,0.8,-0.1,21,2,-2,3,1
CC(C)(C)NC(=O)CN(C(=O)Cn1nnc(-c2ccc(Cl)cc2)n1)C1CCN(Cc2ccccc2)CC1,8,11,-0.3,0.6,-4,-3,-4,-11,1
CN(C)CCCNc1cc(C(C)(C)C)nc2c(-c3ccccc3)cnn12,6,-12,5.8,3.6,-9,-2,-61*,20,58*
O=C(O)/C=C/C(=O)NCc1ccccc1,0,6,-0.8,0.7,-9,-5,-1,-12,4
COc1cc2[nH]c(=S)n(C3CCN(Cc4ccccc4)CC3)c(=O)c2cc1OC,-1,0,-0.1,-0.6,nt,-6,-18,-7,0
O=C(C1CCCCC1)N1CCc2[nH]c3ccc(F)cc3c2C1,0,-4,2.5,1.1,1,0,5,-8,1
O=c1[nH]c(-c2ccccc2)c(-c2ccccc2)nc1[N+](=O)[O-],-1,-4,-1.0,-1.1,7,0,4,-8,0
CCOc1ccccc1NC(=O)C(=O)NCC(c1cccnc1)N1CCN(c2ccccc2)CC1 (configuration not stated),-8,-6,1.1,0.2,-6,-3,-37,nt,9
CCOC(=O)/C(C(=O)Nc1ccc(Cl)cc1Cl)=C1/NC(C)(C)Cc2ccccc21,1,11,0.6,0.2,4,6,nt,0,4
CCOC(=O)c1ccc(NC(=S)N(Cc2cccnc2)Cc2ccco2)cc1,1,-1,1.0,-1.3,25,-1,0,11,8
c1ccc(Cn2nnc3c(NCc4ccc5c(c4)OCO5)nc(C4CC4)nc32)cc1,-2,-6,0.4,0.6,0,-4,-5,-5,5
Cc1cc(C)cc(C(=O)Nc2ccncc2)c1,4,-3,-1.2,0.6,-4,-2,1,7,3
Cc1ccccc1Cn1c(SCc2ccc(C(=O)NCc3cccs3)cc2)nc2ccncc21,13,-28,-0.4,-0.4,-1,-4,-10,nt,20
COc1ccccc1-n1c(SCC(=O)Nc2nnc(C)s2)nc2c(c1=O)SCC2,-1,25,0.9,21,31*,-1,-1,6,-3
O=C(O)CCCC(=O)Nc1ccc(S(=O)(=O)Nc2nccs2)cc1,1,4,-0.4,0.0,-6,-2,-9,-5,3
CCn1c(SCc2nc3ccccc3[nH]2)nnc1-c1ccc(OC)cc1,-6,3,0.1,-0.3,8,-4,-9,-4,3
Cc1ccc(S(=O)(=O)c2c(C)cc(C)nc2N2CCOCC2)cc1,-5,2,-0.1,0.0,-3,0,-11,6,2
O=C(C1=COCCO1)N1CCN(c2nc3ccc([N+](=O)[O-])cc3s2)CC1,6,17,-0.3,0.1,13,-8,-8,7,9
NS(=O)(=O)c1ccc(CNc2ccc3ccccc3n2)cc1,5,-11,0.7,0.3,3,-7,9,-6,5
Cc1nc(CSc2ccc(Cl)cc2)cc(N2CC(C)OC(C)C2)n1 (configuration not stated),3,2,0.2,-0.6,0,1,-24,5,0
CCc1nnc(NC(=O)CSc2nnc(-c3cc4ccccc4cc3O)n2CCOC)s1,4,2,0.4,0.0,20,-3,0,1,0

# The closing 5 compounds of the section before are carried over, then new ones follow.
SMILES,TRHR PAM,D1 antagonist,D2 ag,TRHR ag,D2 potentiator,D1 potentiator,RXFP1 antagonist,D2 antagonist,D1 ag
Cc1ccc(S(=O)(=O)c2c(C)cc(C)nc2N2CCOCC2)cc1,-5,2,-0.1,0.0,-3,0,-11,6,2
O=C(C1=COCCO1)N1CCN(c2nc3ccc([N+](=O)[O-])cc3s2)CC1,6,17,-0.3,0.1,13,-8,-8,7,9
NS(=O)(=O)c1ccc(CNc2ccc3ccccc3n2)cc1,5,-11,0.7,0.3,3,-7,9,-6,5
Cc1nc(CSc2ccc(Cl)cc2)cc(N2CC(C)OC(C)C2)n1 (configuration not stated),3,2,0.2,-0.6,0,1,-24,5,0
CCc1nnc(NC(=O)CSc2nnc(-c3cc4ccccc4cc3O)n2CCOC)s1,4,2,0.4,0.0,20,-3,0,1,0
O=C(Nc1ccc(C(=O)NCCCN2CCN(c3ccc(F)cc3)CC2)cc1)C1=CSCCO1,-3,-78*,69*,10,-25,-17,-4,69*,62*
Cn1c(=O)n(CCc2ccccc2)c(=O)c2c1nc1n2CCN1c1ccc(Cl)cc1,-2,1,-0.6,0.1,nt,2,2,nt,1
COC(=O)c1ccc(NC(C(=O)OC)C(C)C)c([N+](=O)[O-])c1 (configuration not stated),12,-28,-1.0,-0.9,5,-4,-4,-6,1
COc1cccc(OCC(=O)Nc2ccccc2-c2ccccc2)c1,-1,6,0.6,0.7,4,5,-11,11,12
Cc1cc(C(F)(F)F)cc(NNC(=O)NC(=O)c2ccccc2Cl)n1,2,13,0.2,0.7,-2,-5,-2,-12,3
O=C(Nc1ccc(Cl)c(NC(=O)c2cccs2)c1)c1ccco1,-1,-18,nt,-0.4,nt,-7,8,nt,0
CCOC(=O)CN(C(=O)COc1ccc2c(C)cc(=O)oc2c1)c1ccc(OCC)cc1,-8,1,0.1,-0.2,-1,-4,6,2,4
Cc1ccc(C2(C)NC(=O)N(CC(=O)Nc3ccc4[nH]c(=O)[nH]c4c3)C2=O)cc1 (configuration not stated),14,-16,-2.1,-0.2,-2,-4,3,-6,1
Cc1ccc(S(=O)(=O)N2CCC(C(=O)NCCCOC(C)C)CC2)cc1,5,9,-0.2,0.4,8,-6,-9,-23,0
CC(OC(=O)C1CCN(S(=O)(=O)c2ccccc2)CC1)C(=O)Nc1ncc(Cl)cc1Cl (configuration not stated),-6,16,0.7,-1.2,-9,2,-6,6,0
COc1ccc(-c2nc(CS(=O)CC(=O)NCc3ccc(F)cc3)c(C)o2)cc1 (configuration not stated),-3,3,-0.7,-0.4,10,-1,25,9,0
COc1cc(OC)c(OC)cc1CN1CCc2nc(N3CCN(C)CC3)ncc2C1,-3,-9,1.6,0.1,nt,0,-21,nt,12
CC1Cn2c(C(=O)NCCc3ccc(Cl)cc3)cc3cccc(c32)S1 (configuration not stated),7,-2,0.1,0.7,-1,-1,?,nt,5
CN1CCN(CC#Cc2ccccc2)CC1CCO (configuration not stated),3,6,2.2,-0.1,-7,-6,1,-8,-2
O=C(Nc1cc(C(F)(F)F)ccc1F)C1CCCCC1,0,-12,1.1,-1.0,-11,0,-27,0,5
Cc1ccc(C(=O)NCC(=O)Nc2ccncc2)s1,-2,7,0.0,0.6,11,1,-4,-1,1
CN(C(=O)COC(=O)CNC(=O)C12CC3CC(CC(C3)C1)C2)C1CCS(=O)(=O)C1 (configuration not stated),-2,4,0.3,-0.2,-2,9,1,11,1
Nc1cc(C(=O)OCC(=O)N2CCN(C(=O)COC(=O)c3ccc(Cl)c(N)c3)CC2)ccc1Cl,2,3,1.0,1.2,13,4,5,-10,5
CCOC(=O)c1cccc(COC(=O)c2cccc(-c3nnc(-c4ccccc4)o3)c2)c1,1,1,0.4,1.0,-5,-2,-4,-6,5
COc1cccc(CNCc2c(C(=O)O)c(C)n(Cc3ccc(F)cc3Cl)c2C)c1OC,0,-2,nt,0.0,1,0,-19,nt,2

# Limited to D1 potentiator (3 entries from above):
SMILES	D1 potentiator
CN(C(=O)COC(=O)CNC(=O)C12CC3CC(CC(C3)C1)C2)C1CCS(=O)(=O)C1 (configuration not stated)	9
Nc1cc(C(=O)OCC(=O)N2CCN(C(=O)COC(=O)c3ccc(Cl)c(N)c3)CC2)ccc1Cl	4
CCOC(=O)c1cccc(COC(=O)c2cccc(-c3nnc(-c4ccccc4)o3)c2)c1	-2

# Following part.
SMILES,TRHR PAM,D1 antagonist,D2 ag,TRHR ag,D2 potentiator,D1 potentiator,RXFP1 antagonist,D2 antagonist,D1 ag
COc1ccc(C2c3cc(OC)c(OC)cc3CC(=O)N2c2ccc(C)cc2)cc1 (configuration not stated),6,-6,2.3,-0.2,2,1,-2,nt,1
O=C(Nc1cc(Br)c(O)c(Br)c1)c1cccc(NC(=O)c2ccco2)c1,22,-11,-1.4,-0.5,-1,3,-3,5,0
N#Cc1cc([N+](=O)[O-])ccc1NCCN1CCOCC1,-4,3,0.9,0.0,-5,-3,-20,-3,2
O=C(CN1C(=O)CSc2ccc(S(=O)(=O)N3CCCC3)cc21)NCc1ccccc1Cl,9,4,-0.4,-0.9,3,-3,-8,nt,2
O=[N+]([O-])c1ccccc1-c1cc(-c2ccccc2O)n[nH]1,2,-17,0.5,1.1,10,3,-19,11,5
